PPARg SRC-1 ag: agonists of human PPARgamma SRC-1 coactivator recruitment; activation, % at 8 µM; PPARgamma-SRC-1 coactivator recruitment biochemical assay; 0.41% of 200,000 active; P37231; AID 631; in the data active = activation above about 19%;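 also: 0% = DMSO and 100% = reference agonist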
Target sequence (P37231 whole entry, looked up): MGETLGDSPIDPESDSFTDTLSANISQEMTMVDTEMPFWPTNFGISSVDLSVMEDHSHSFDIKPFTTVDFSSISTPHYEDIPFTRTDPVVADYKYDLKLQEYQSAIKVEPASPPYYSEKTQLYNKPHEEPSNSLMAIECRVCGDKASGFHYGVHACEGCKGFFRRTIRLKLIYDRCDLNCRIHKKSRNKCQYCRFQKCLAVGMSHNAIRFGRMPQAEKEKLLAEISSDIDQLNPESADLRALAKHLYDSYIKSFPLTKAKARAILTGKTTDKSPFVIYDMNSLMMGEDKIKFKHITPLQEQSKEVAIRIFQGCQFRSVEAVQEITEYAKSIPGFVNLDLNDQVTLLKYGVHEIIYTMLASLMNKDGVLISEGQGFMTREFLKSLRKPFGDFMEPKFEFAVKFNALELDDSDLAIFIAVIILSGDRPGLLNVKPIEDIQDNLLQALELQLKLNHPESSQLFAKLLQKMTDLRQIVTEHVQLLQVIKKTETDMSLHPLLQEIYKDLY
Diaphorase inh: counter-screen for diaphorase-based assays: diaphorase inhibitors and chemical oxidizers | 0.69% of 190,000 active | AID 1217 | inhibition, % at 20 µM | diaphorase resazurin-to-resorufin fluorescence, NADH, 16 min; bacterial (C. kluyveri) enzyme, not human;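 active = primary screen inhibition at 20 µM above a set limit, cut at about 50% in these data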;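 also: plate controls were DMSO with full reaction for no effect and wells lacking NADH for full effect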
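Assay system: diaphorase enzyme from Clostridium kluyveri. Quantity: enzyme working solution with 0.14 U/mL diaphorase. Schedule: reaction incubation of 16 min at room temperature. Technique: resorufin fluorescence, excitation 544 nm, emission 590 nm. Controls: No-NADH positive control and DMSO neutral control.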
PMI act satM6P: PMI (human) activation, high substrate. P34949. coupled PMI enzyme assay, resazurin fluorescence, 20 min; stronger effect = higher value; 1 = untreated enzyme, 0 = substrate-free blank. activation factor at 20 µM. 0.34% of 190,000 active. AID 1216;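 active = activation factor of 2 or more at 20 µM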
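Test system: Human PMI in coupled enzyme assay | Input: 15 ng/mL PMI | Medium: HEPES-buffered pH 7.4 with magnesium and detergent | Compound: One concentration, 20 µM, in 1% DMSO | Incubation: Enzyme reaction with compound 20 min at room temperature | Detection: Diaphorase-driven resazurin-to-resorufin fluorescence, excitation 544, emission 590 nm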
ROMK mod: human ROMK K+ channel modulation, primary screen; Tet-inducible ROMK, thallium flux fluorescence; actives lie on both sides; P48048; 2% of 130,000 active; B-score at 10 µM;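 active = signal ratio slope over the read window, or its plate-corrected B-score, at least 3 SD from the plate mean, either direction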;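 also: B-score of the F/F0 ratio slope over 7 to 12 s after thallium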
Target sequence (P48048 whole entry, looked up): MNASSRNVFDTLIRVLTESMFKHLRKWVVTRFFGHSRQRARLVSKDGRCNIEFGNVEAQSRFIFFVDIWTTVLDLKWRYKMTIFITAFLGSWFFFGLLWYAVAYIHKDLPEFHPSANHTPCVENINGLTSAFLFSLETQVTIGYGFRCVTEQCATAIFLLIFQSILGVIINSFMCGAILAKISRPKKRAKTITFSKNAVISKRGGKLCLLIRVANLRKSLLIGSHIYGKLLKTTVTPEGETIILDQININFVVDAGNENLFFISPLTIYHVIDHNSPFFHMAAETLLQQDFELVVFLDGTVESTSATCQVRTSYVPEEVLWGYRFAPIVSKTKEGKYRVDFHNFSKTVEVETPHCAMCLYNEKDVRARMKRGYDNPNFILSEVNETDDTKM
PPARg SRC-2 ag: promotes SRC-2 coactivator recruitment by human PPARgamma; PPARgamma LBD-SRC-2 recruitment, biochemical; 0.34% of 200,000 active; activation, % at 8 µM; P37231; in the data active = activation above about 22%;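 also: 0% = vehicle and 100% = reference agonist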
PPARg SRC3 recr: PPARgamma-driven SRC-3 recruitment agonism | P37231 | biochemical PPARgamma/SRC-3 coactivator recruitment assay | activation, % at 8 µM | 0.26% of 200,000 active; in the data active = activation above about 23%;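 also: 0% = DMSO and 100% = reference agonist; some compounds past the cut are filed as inactive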
Diaph act CS: counter-screen for diaphorase-based assays: diaphorase activators and chemical reducers | Diaphorase/resazurin coupled assay, resorufin fluorescence, 16 min; stronger effect = higher value; 1 = vehicle wells, 0 = NADH-free wells | activation factor at 20 µM | 0.005% of 190,000 active;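 active = diaphorase activity raised at least twofold by the compound at 20 µM; inactive = activation factor below 2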
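Test system: Clostridium kluyveri diaphorase, purified enzyme. Buffer or medium: 50 mM HEPES pH 7.4 buffer plus MgCl2 and Tween 20. Also added: 0.114 mM NADH and 0.1 mM resazurin, final amounts. Dosing: compound 20 µM once, DMSO 1%. Schedule: 16 min enzyme reaction, ambient temperature. Detection: fluorescence of resorufin, 544 nm excitation, 590 nm emission.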
TR-FRET SRC-2 ct: flags TR-FRET format artefacts in PPARgamma SRC-2 recruitment agonist screen; TR-FRET artefact counter-screen; stronger effect = higher value; TR-FRET ratio at 8 µM; 0.4% of 200,000 active; AID 1049; in the data active = TR-FRET ratio above about 2000; also: inactives centre near 1500
S1P3 antagonist: blocks the human S1P3 receptor; Q99500; CHO S1P3 NFAT-BLA reporter, FRET fluorescence, antagonist mode; inhibition, % at 4.98 µM; 0.27% of 170,000 active; AID 485;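 active = inhibition above the plate cutoff, the mean inhibition of test wells on that plate plus 3 SD, cut at about 28% in these data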;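 also: cells challenged with S1P at its EC80 of 0.8 µM; blue over green emission ratio from cleaved BLA substrate after 4 h stimulation; 0% = S1P-stimulated wells and 100% = unstimulated DMSO-only wells; some compounds past the cut are filed as inactive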
PMI activator: phosphomannose isomerase (human) activation. P34949. purified human PMI, coupled resazurin fluorescence, 20 min; stronger effect = higher value; 1 = vehicle control, 0 substrate-free wells. activation factor at 20 µM. 0.005% of 190,000 active;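 active = activation factor of 2 or more at 20 µM, relative to plate controls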
G6PDH counter: L. mesenteroides G6PDH inhibition counter-screen; 0.12% of 200,000 active; Purified L. mesenteroides G6PDH, diaphorase/resazurin coupled fluorescence, 45 min; inhibition, % at 5 µM; AID 1020; in the data active = inhibition above about 50%
Active calls of the source: *; . = not tested or not shown; & = joins results of further samples.

SMILES	PPARg SRC-1 ag	Diaphorase inh	PMI act satM6P	ROMK mod	PPARg SRC-2 ag	PPARg SRC3 recr	Diaph act CS	TR-FRET SRC-2 ct	S1P3 antagonist	PMI activator	G6PDH counter
COc1ccc(Cl)cc1NC(=O)C(=O)NCc1ccncc1	2	5	1	0.45	1	-6	1	1488	-6	1	1
C=CCn1c(SCC(=O)c2[nH]c(C)c(C(=O)OCC)c2C)nc2scc(-c3ccccc3)c2c1=O	-1	-4	1	0.42	5	1	1	1578	-15	0.9	4
CSCCNCc1c(C(=O)N2CCOCC2)nc2c(C)cccn12	-6	1	1	1.4	5	0	1	1620	5	1	7
CCN(CC)c1ccc(NC(=S)NCC2CCCO2)cc1 (stereo not given)	6	18	0.6	.	-3	3	0.8	1570	0	0.9	1
COc1ccc(C(C(=O)NC2CCCC2)N(Cc2ccccc2)C(=O)c2nsc(Cl)c2Cl)cc1 (stereo not given)	-6	26	0.8	.	4	5	0.7	1646	.	0.8	-6
CCOc1cc(NC(=S)Nc2ccc(Cl)cc2)c(OCC)cc1NC(C)=O	9	26	0.4	-0.31	6	1	0.7	1762	8	0.7	8
O=C(c1ccc(Br)o1)N1CCN=C1SCc1cccnc1	7	8	1	.	1	7	0.9	1593	-16	1	-2
CCOC(=O)c1c(NC(=O)CN2CCCCC2)sc(C)c1C	-5	15	0.9	0.36	3	8	0.9	1462	-13	0.9	5
CCOC(=O)n1c(=O)n(C)c2ccc(Cl)cc21	-7	6	1	-0.089	-3	-1	0.9	1536	-1	1.1	2
CCOC(=O)N1CCN(S(=O)(=O)c2cccc3ccc(C)nc23)CC1	-2	12	1	.	16	9	0.9	1636	-4	0.9	0
N=C1C(c2nc(-c3cccc([N+](=O)[O-])c3)cs2)=C(O)CN1NC(=O)c1ccco1	6	0	1	-0.039	-4	1	1	1228	-13	1	4
COc1cccc(-c2cc(C(=O)Nc3cc(OC)c(OC)c(OC)c3)no2)c1	2	11	0.9	.	1	3	0.9	1497	-49	0.9	-26
COc1ccccc1-n1cnc2c(c1=O)c1nc3ccccc3nc1n2CCc1ccccc1	-2	22	0.8	-0.085	-8	-3	0.8	1484	14	0.9	-2
Cc1cc(S(=O)(=O)n2cnc3cc([N+](=O)[O-])ccc32)ccc1Cl	1	5	1.4	0.73	5	0	1	1594	-3	1.5	10
Cc1cc(NC(=O)CCC(=O)N(CC(=O)NCC2CCCO2)c2ccc3c(c2)OCCO3)no1 (stereo not given)	-3	6	1.1	.	-2	-4	0.9	1594	.	1	4
COc1cc2c(cc1NC(=O)C(C)Sc1ccc(NC(C)=O)cc1)oc1ccccc12 (stereo not given)	-10	82*	0.9	0.32	2	-2	0.2	1450	-8	0.7	-22
O=C(/C=C/c1ccc(Cl)cc1Cl)NC(=S)Nc1ccccn1	3	-7	1	.	3	14	1.1	1503	.	1	1
CCCn1nc2cc(C(=O)NC3CCCc4ccccc43)ccc2c1OCC (stereo not given)	-4	5	1	.	5	2	1	1519	.	1	1
Cc1nc(SCC(=O)NCCc2ccc(Cl)cc2)nc(C)c1C	2	8	1	.	10	-13	0.9	1417	.	1.1	6
CN(C)c1cccc(C(=O)Nc2cc(C(F)(F)F)ccc2-n2cnc3ccccc32)c1	1	16	0.9	.	5	5	0.8	1632	11	0.9	-4
Cc1nn(CC(=O)OCC(=O)Nc2ccccc2[N+](=O)[O-])c(C)c1[N+](=O)[O-]	6	10	1.1	.	13	6	0.9	1630	-10	1	-3
Cc1nn(-c2ccccc2)c2sc(-c3n[nH]c(=S)o3)cc12	-4	44	1	1.2	1	4	0.6	1396	-11	0.9	-15
COc1ccc(C2N(c3ccc(OC)cc3)C(=O)C3CCCN32)cc1 (stereo not given)	-2	11	1	.	-6	-15	0.9	1404	-26	1	5
CC(c1ccccc1)N(NC(=O)C(O)(c1ccccc1)c1ccccc1)C(=O)c1ccccc1 (stereo not given)	4	3	0.9	-1.7	4	3	1	1454	6	0.9	10
O=C(CCl)NCc1c(Cl)cccc1-n1cccc1	-6	10	1.1	.	-16	-2	0.9	1357	.	1	4
COc1ccc(OC)c(C2=Nn3c(nnc3C3CCCCC3)SC2)c1	2	11	1	-2.2	-4	3	0.9	1540	.	1	0
COc1ccc(NCC(=O)N/N=C/c2c(C)nn(Cc3ccccc3)c2Cl)cc1	12	7	0.8	.	-4	-5	0.9	1405	-6	0.9	7
CCOc1cc(CNC2CCCC2)cc(Cl)c1OCc1ccccc1	9	8	0.9	.	17	10	0.9	1721	.	1	4
COC(=O)c1ccc(CSc2nc3c(c(=O)n2-c2ccccc2)SCC3)o1	-4	-14	1	.	-2	1	1.1	1413	16	1	1
O=C(c1ccc(-c2cc(Cl)ccc2Cl)o1)N1CCOCC1	3	.	.	-3.5*	9	1	.	1514	-4	.	9
COc1ccc(NC(=O)CN2C(=O)C(c3ccccc3)=NC23CCCCCC3)cc1	8	23	0.8	.	2	5	0.8	1643	-3	0.8	-22
N#CC1=C(N)Oc2cc(N)ccc2C1c1cccnc1 (stereo not given)	0	6	0.9	0.37	-3	-4	0.9	1641	-1	1	1
O=C1CC(N2C(=O)/C(=C/C=C/c3ccccc3)SC2=S)C(=O)N1c1ccccc1 (stereo not given)	4	13	0.9	.	9	5	0.9	1763	-4	1.1	13
COC(=O)c1c(NC(=O)c2cnccn2)sc2c1CCC2	-2	-4	1	1	-6	-2	1	1324	.	0.9	8
Cc1cc(C)n(CC(O)COc2ccc3ccccc3c2)n1 (stereo not given)	-2	18	0.9	.	2	2	0.8	1616	-15	0.9	7
COC(=O)c1ccc(OCCn2cnc3ccccc3c2=O)cc1	7	15	0.9	0.89	5	2	0.9	1889	-10	1	2
O=[N+]([O-])/C(C(=C(Cl)Cl)N1CCOCC1)=C1\NCCO1	1	17	0.9	0.45	1	2	0.8	1505	-11	0.9	15
CCO[C@H]1OC(C(=O)NCc2ccccc2)=C[C@@H](c2ccc3c(c2)OCO3)[C@@H]1CCCO	1	-2	1	.	2	0	1	1385	18	0.9	10
CC(=O)Nc1ccc(NC(=O)CCn2nnc3ccccc32)cc1	1	-13	1.1	.	-9	1	1.1	1549	-13	1	13
CC1CCc2sc(NC(=O)C3CC(Cl)=CCC3C(=O)O)c(C#N)c2C1 (stereo not given)	-1	16	0.9	0.74	2	-2	0.8	1493	-21	0.9	5
O=c1cccc2n1Cc1cc3ccccc3nc1-2	6	-4	1.1	0.49	-2	7	1	1469	-8	1.1	13
O=C(Cc1cccc(C(F)(F)F)c1)NCC(c1ccco1)N1CCCCC1 (stereo not given)	0	-6	1	0.012	1	2	1.1	1508	-2	1.1	12
Clc1ccc(C(c2ccccc2)N2CCNCC2)cc1 (stereo not given)	-3	-14	1.1	-2.8	-4	-3	1.1	1447	.	1.1	2
O=C1CN(c2nc(-c3ccccc3)c3cc(Br)ccc3n2)c2ccccc2N1	-2	4	0.9	0.22	4	-4	1	1605	.	0.9	0
CC(=O)c1cccc(-n2nnnc2SCC(=O)Nc2cccc(NC(=O)c3ccco3)c2)c1	8	20	0.9	0.75	9	-5	0.8	1679	-16	0.9	4
COc1ccc(NCc2nnc(SCC#N)n2-c2ccccc2OC)cc1	1	24	0.8	1.4	0	3	0.8	1434	4	0.9	12
CS(=O)(=O)c1ccc2nc(NC(=O)CN3C(=O)C4CC=CCC4C3=O)sc2c1 (stereo not given)	7	3	1.1	0.31	6	3	1	1681	8	1.2	2
Cc1ccccc1N(C(=O)Cn1nnc(-c2cccs2)n1)C(C(=O)NCCC(C)C)c1ccco1 (stereo not given)	8	18	0.8	.	9	4	0.8	1521	.	0.9	0
O=C(Nc1ccc2c(c1)OCO2)C(c1ccccc1)N1CCN(C(=O)c2ccco2)CC1 (stereo not given)	7	12	0.9	0.16	-2	-1	0.9	1483	6	0.9	0
O=C(Nc1ccccc1C(F)(F)F)c1cc(S(=O)(=O)N2CCC3(CC2)OCCO3)ccc1F	11	15	0.9	-0.18	10	8	0.9	1663	-38	1	1
CCCCc1cc(=O)oc2cc(C)cc(O)c12	7	14	0.9	.	14	17	0.9	1941	.	1	4
O=C(c1ccc(COc2ccccc2Cl)o1)N1CCN(Cc2ccc3c(c2)OCO3)CC1	-7&0	20&18	0.9&1	-0.96	-10&4	-7&7	0.8&0.8	1412&1497	0	0.8&1.1	9&6
CCN(C(=O)CN1C=NS(=O)(=O)c2ccccc21)c1ccccc1	4	7	1.1	0.73	1	0	0.9	1435	-3	1	-2
COc1ccc(O)c(/C=N/NC(=S)Nc2cccc(S(=O)(=O)N(C)C)c2)c1	5	5	1.2	-0.0026	18	7	1	1886	-3	1.1	-11
Cc1cccc(S(=O)(=O)c2c(N)n(-c3ccccc3)c3nc4ccccc4nc23)c1	2	19	1	-0.11	-6	3	0.8	1477	-5	1	2
Cc1nn(-c2ccccc2)c(Cl)c1C(=O)NCCN(C)C	14	-1	1.1	-0.021	6	5	1	1535	-29	1.1	0
Clc1ccc(CSc2nccn2Cc2ccccc2)cc1	5	28	0.9	.	1	2	0.7	1534	.	0.7	-1
Cc1c(Cl)c(C(F)(F)F)nn1CC(=O)NCc1ccco1	-8	18	1	0.33	-2	-3	0.8	1484	-21	1	6

Fetched by compound from the list above:
SMILES	PPARg SRC-1 ag	Diaphorase inh	PMI act satM6P	ROMK mod	PPARg SRC-2 ag	PPARg SRC3 recr	Diaph act CS	TR-FRET SRC-2 ct	S1P3 antagonist	PMI activator	G6PDH counter
CCCCc1cc(=O)oc2cc(C)cc(O)c12	7	14	0.9	.	14	17	0.9	1941	.	1	4
Cc1nn(-c2ccccc2)c(Cl)c1C(=O)NCCN(C)C	14	-1	1.1	-0.021	6	5	1	1535	-29	1.1	0
Cc1cccc(S(=O)(=O)c2c(N)n(-c3ccccc3)c3nc4ccccc4nc23)c1	2	19	1	-0.11	-6	3	0.8	1477	-5	1	2
O=C(Nc1ccc2c(c1)OCO2)C(c1ccccc1)N1CCN(C(=O)c2ccco2)CC1 (stereo not given)	7	12	0.9	0.16	-2	-1	0.9	1483	6	0.9	0

High-throughput results deposited in PubChem by several laboratories.
